From PubChem BioAssay
NOD2 RIPK2 PPI = blocks binding of human NOD2 to RIPK2; O43353; inhibition, % at 4.98 µM; AID 624267; 0.38% of 360,000 active; CHO BLA complementation NOD2-RIPK2, CCF4 ratio; in the data active means inhibition above about 21%;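 further: 0% = vehicle only and 100% = reference blocker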
MC4R antag cAMP = antagonists of human melanocortin 4 receptor (MC4R); inhibition, % at 6.5 µM; MC4R-expressing cells, MTII-stimulated cAMP, LANCE TR-FRET; AID 540295; 0.48% of 360,000 active;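 active means inhibition above its plate's cutoff, the mean of tested wells on that plate plus 3 SD, cut at about 29% in these data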;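 further: 0% = Melanotan II alone and 100% = Melanotan II plus saturating MCL0020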
Target sequence (P32245 whole entry, looked up): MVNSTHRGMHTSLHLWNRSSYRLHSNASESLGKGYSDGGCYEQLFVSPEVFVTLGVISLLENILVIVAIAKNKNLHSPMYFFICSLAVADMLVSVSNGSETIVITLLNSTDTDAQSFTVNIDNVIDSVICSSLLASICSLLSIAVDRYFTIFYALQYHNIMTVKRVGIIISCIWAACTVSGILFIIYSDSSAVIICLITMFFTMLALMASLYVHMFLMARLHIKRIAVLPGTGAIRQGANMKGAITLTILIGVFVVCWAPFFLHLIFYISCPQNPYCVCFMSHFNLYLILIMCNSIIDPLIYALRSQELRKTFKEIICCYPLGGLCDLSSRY
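Assay system: U2OS cells stably expressing human melanocortin 4 receptor (MC4R) / Dosing: 6.5 µM / Timing: compound 30 min, challenge 1 h, detection 1 h / Measured by: Eu-cAMP/anti-cAMP TR-FRET, emission 671 nm / Replicates: singlicate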
ABCB6 inh 2 = inhibitors of human ABC transporter ABCB6; 0.19% of 360,000 active; Q9NP58; AID 602162; K562-ABCB6 porphyrin accumulation, flow cytometry, 1 h; hits give low values; fluorescence ratio to DMSO, % at 10 µM;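 active means fluorescence ratio to DMSO below 75%, the collection mean minus 3 SD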;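 further: signal is porphyrin accumulated inside mitochondria; 100% equals median channel fluorescence of DMSO control wells; lower ratio means ABCB6 inhibition with less porphyrin fluorescence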
MC4R barr agon = agonists of human melanocortin 4 receptor (MC4R) beta-arrestin | U2OS MC4R beta-arrestin complementation, luminescence; percent of melanotan II response, DMSO zero | activation, % at 8.9 µM | 0.98% of 360,000 active | AID 540308;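 active means activation above a per-plate cutoff, the mean activation of sample wells on that plate plus 3 SD, cut at about 8% in these data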
Glyco luc inh = N-linked glycosylation inhibition | D54 ERlucT glycosylation luciferase reporter, 24 h; percent of 100 nM tunicamycin response | reporter increase, % at 12.5 µM | 0.23% of 360,000 active;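 active means mean luciferase reporter signal, scaled so untreated is 0 and the glycosylation-blocking control 100, at or above a set limit in every replicate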;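 further: luciferase carries N-glycosylation sites so blocking glycosylation raises the light; 0% = median of neutral control wells and 100% = median of 100 nM tunicamycin wells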
HTR2A ag = agonists of mouse serotonin 5-HT2A receptor (HTR2A); CHO-K1 mHTR2A beta-arrestin complementation, luminescence; percent of 30 µM serotonin response; activation, % at 7.6 µM; 0.66% of 360,000 active;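 active means activation above a run cutoff, the mean activation of all tested compounds plus 3 SD, cut at about 14% in these data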;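 further: 0% = plate median of compound wells and 100% = 30 µM serotonin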
Target sequence (P35363 whole entry, looked up): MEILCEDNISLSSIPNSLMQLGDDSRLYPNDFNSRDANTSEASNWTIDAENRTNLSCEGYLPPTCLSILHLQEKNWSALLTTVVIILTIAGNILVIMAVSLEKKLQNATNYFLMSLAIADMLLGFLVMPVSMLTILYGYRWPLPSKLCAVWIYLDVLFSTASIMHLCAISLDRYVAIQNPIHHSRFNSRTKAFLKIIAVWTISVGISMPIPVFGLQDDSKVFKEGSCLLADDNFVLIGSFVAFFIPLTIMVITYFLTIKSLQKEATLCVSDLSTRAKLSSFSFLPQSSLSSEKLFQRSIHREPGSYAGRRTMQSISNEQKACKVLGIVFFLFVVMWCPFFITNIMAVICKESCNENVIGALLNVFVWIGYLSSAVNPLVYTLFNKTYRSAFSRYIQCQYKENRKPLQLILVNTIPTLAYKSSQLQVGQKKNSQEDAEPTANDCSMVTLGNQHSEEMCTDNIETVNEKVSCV
ABHD5-PLIN5 inh = blocks binding of human ABHD5 to perilipin-5 | 0.78% of 360,000 active | inhibition, % at 4 µM | AID 602281 | Split G. princeps luciferase complementation, luminescence, 4 h | Q00G26+Q8WTS1;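 active means inhibition above the mean inhibition across every tested compound plus 3 SD, cut at about 22% in these data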;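 further: 0% = DMSO only wells and the 100% control is not disclosed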
SRC2 inh = inhibits human steroid receptor coactivator 2; 0.17% of 370,000 active; Q15596; HEK293 GAL4-SRC2 luciferase reporter, luminescence; inhibition, % at 9 µM;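 active means inhibition above the mean inhibition of all tested compounds plus 3 SD, set per campaign, cut at about 52% in these data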;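 further: 0% = DMSO treated cells and 100% = cells given Gossypol at 36 µM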
Cardio protect = myocardial damage modulation in H9c2 cells; H9c2 cardiomyocytes, H2O2 injury protection, ATPLite, 2 h; protection from H2O2 cell death, % at 20 µM; 0.63% of 360,000 active;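 active means compounds giving at least 50% protection of heart cells from peroxide-induced death in the single-dose screen, raw or plate-pattern-corrected value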;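 further: 0% = DMSO wells with peroxide and 100% = DMSO wells without peroxide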
TLR9-MyD88 inh = TLR9-MyD88 interaction inhibition. CHO BLA complementation TLR9-MyD88, CCF4 FRET ratio. inhibition, % at 4.98 µM. 0.21% of 340,000 active. AID 504734;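 active means inhibition above the mean over all tested compounds plus 3 SD, cut at about 21% in these data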;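 further: 0% = DMSO only wells and 100% = clavulanate BLA inhibitor control wells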
Starred values were filed as active, the others as inactive; . = no result given.

mol,NOD2 RIPK2 PPI,MC4R antag cAMP,ABCB6 inh 2,MC4R barr agon,Glyco luc inh,HTR2A ag,ABHD5-PLIN5 inh,SRC2 inh,Cardio protect,TLR9-MyD88 inh
COc1cc(F)ccc1-c1csc(C(NC(C)=O)c2ccccc2)n1 (stereo not given),-5,9,94,-1.5,50*,-4,5,-28,-5,.
O=C(OCN1C(=O)c2ccccc2C1=O)/C(=C\c1ccco1)NC(=O)c1ccccc1,0,-4,91,-1.7,4,3,3,-5,9,-1
CC(C)NC(=O)Cn1cnc2c1c(=O)n(C)c(=O)n2C,3,7,99,-1.4,0,1,-2,-21,9,-1
O=C(CCl)NCc1cc(-c2ccc(Cl)cc2)no1,-2,3,96,-1.7,8,7,2,5,-12,5
CC1(c2ccc(OC(F)F)cc2)NC(=O)N(CC(=O)Nc2cccc(F)c2)C1=O (stereo not given),-13,-4,101,-0.6,14,5,-6,3,-6,-10
CCN(CC(=O)NC(C)C)C(=O)C(CCSC)NC(=O)c1ccccc1OC (stereo not given),5,-3,88,0.7,0,4,-2,-22,2,5
CN(Cc1ccccc1)C(=O)c1ccc(NC(=O)Cc2ccc(NC(=O)C3CCN(C(=O)c4ccccc4)CC3)cc2)cc1,-4,8,96,-1.1,-2,4,6,4,-16,-3
COCCn1c(/C=C/c2ccccc2)nc2ccccc21,-11,18,109,0.4,-7,-2,-7,-60,-23,-8
COc1ccccc1-c1nnc2n1N=C(C)CS2,0,12,102,-1.1,0,2,-4,-8,0,1
COc1cc(OC)c(OC)cc1/C=N/NC(=S)NCC1CCCO1 (stereo not given),-4,-1,94,-2.2,0,3,9,-14,15,-7
COc1ccccc1C1CCN(C(=O)c2ccco2)CC1,1,2,100,-0.9,1,-2,1,9,1,0
COc1cc2[nH]c(=S)nc(NCc3ccccc3)c2cc1OC,12,9,98,-2.9,6,-4,5,-13,3,2
O=C(CN1C(=O)S/C(=C\C=C\c2ccccc2)C1=O)N1CCCCC1,-3,3,97,-2.0,3,-2,3,.,-4,2
CC(C)CNCC1OCc2ccccc2CO1,-15,5,98,-1.4,1,9,3,-1,0,-1
Cc1ccc(-c2noc(CN(C)C(=O)Nc3ccc(F)cc3)n2)cc1,-11,2,100,-1.4,-1,-6,-1,-13,-8,-6
Cc1nc(C)c(C(=O)NNS(=O)(=O)c2ccc([N+](=O)[O-])cc2)s1,-4,18,94,-0.3,1,-1,-5,-1,-1,-7
COCCNC(=O)CN(C(=O)Cn1nnc2ccccc21)c1cc(C)cc(C)c1,5,13,98,-3.8,1,5,2,-22,7,1
O=S(=O)(NCc1csc(-c2cccs2)n1)c1cccs1,-9,4,95,-1.5,2,-7,-3,3,-4,-2
CCN(CC)C(=O)c1ccccc1NC(=O)CN1C(=O)c2ccccc2S1(=O)=O,-6,7,99,-1.1,3,-6,17,-22,1,13
COc1cccc(N2C(=O)CC(N3CCN(S(=O)(=O)c4ccccc4[N+](=O)[O-])CC3)C2=O)c1 (stereo not given),8,-3,94,-1.1,-2,4,-9,-26,8,1
Cc1onc(-c2ccccc2Cl)c1C(=O)N[C@@H](C)c1ccccc1,7,7,97,-0.2,0,-2,-4,17,-7,.
COc1ccc(NS(=O)(=O)c2cccc(C(=O)NNC(=O)CNC(=O)c3ccco3)c2)cc1,-1,-6,98,-0.3,3,1,-4,12,2,-9
O=C(CN1C(=O)NC2(CCCCCC2)C1=O)NC1CC1,0,4,91,0.7,0,3,12,2,-1,-4
CCN(CC)S(=O)(=O)c1cccc(-c2nnc(SC(C)C(N)=O)n2CCc2ccccc2)c1 (stereo not given),10,11,99,-0.2,0,0,-1,3,1,4
CC(C)Cc1nnc(NC(=O)CCC(=O)N2CCOCC2)s1,-2,6,93,-0.3,3,-2,4,9,6,-1

Additional results follow:
Second line of a record – NOD2 RIPK2 PPI	MC4R antag cAMP	ABCB6 inh 2	MC4R barr agon	Glyco luc inh	HTR2A ag	ABHD5-PLIN5 inh	SRC2 inh	Cardio protect	TLR9-MyD88 inh
> CC(C)C[C@@H](CN1CCC[C@@H]1CN1C(=S)NC[C@@H]1Cc1ccccc1)N1C[C@H](Cc2ccc(O)cc2)N(CC2CCCCCC2)C1=S
  -1	.	96	.	-8	-4	-2	1	-12	.
> CN(C)S(=O)(=O)N1CCC(n2nccc2NC(=O)CCCc2ccccc2)CC1
  -7	9	100	-1.9	3	0	0	-25	0	0
> CCCNC(=O)CN(CCc1ccccc1)S(C)(=O)=O
  -2	3	101	0.1	0	0	-1	-23	-1	-7
> CCN(C(=O)CSc1nnc(-c2cccs2)o1)C1CCS(=O)(=O)C1 (stereo not given)
  6	3	100	-1.4	1	6	5	-14	-4	6
> O=S(=O)(/C=C/c1ccccc1)N1CCc2ccccc2C1
  7	7	97	0.2	-1	-6	-5	9	-7	4
> O=c1oc2ccccc2c(Nc2ccc3ncccc3c2)c1[N+](=O)[O-]
  -6	0	95	-2.5	-1	2	2	2	-7	5
> C[C@@H]1CNC(=O)c2c(C(=O)NC3CCN(C(=O)OC(C)(C)C)CC3)ncn21
  -5	.	90	.	1	-1	-1	27	6	.
> CCC(C)C(NC(=O)C1CCC(C)CC1)C(=O)NC(CCSC)C(=O)OC (stereo not given)
  -6	6	105	-0.1	1	3	10	17	8	4
> O=C(CSc1cn(Cc2ccccc2)c2ccccc12)NCc1ccc(F)cc1
  3	3	95	5.3	0	0	4	-13	-4	-3
> O=S(=O)(c1ccc(F)cc1)N1CCc2ccccc21
  1	26	432	0.2	-1	-1	-4	-20	-12	-3

Further structures.
Second line of a record – NOD2 RIPK2 PPI	MC4R antag cAMP	ABCB6 inh 2	MC4R barr agon	Glyco luc inh	HTR2A ag	ABHD5-PLIN5 inh	SRC2 inh	Cardio protect	TLR9-MyD88 inh
> COCCNc1nc(Nc2ccc(C)cc2C)c2sccc2n1
  14	-12	98	-3.4	14	-6	0	26	-13	.
> C[C@@H]1CCC[C@H](C)N1NC(=O)c1ccc(Cl)c(S(N)(=O)=O)c1
  4	1	107	-0.9	2	-1	-2	-1	1	-9
> CC1=NN(C(=O)c2ccc(Br)cc2)C(O)(C(F)(F)OC(F)(F)F)C1 (stereo not given)
  -13	-3	90	-0.6	3	-1	1	-4	-1	4
> C[C@H]1CN([C@@H](C)CO)C(=O)CCCn2cc(nn2)CO[C@@H]1CN(C)S(=O)(=O)c1cccc(F)c1
  2	0	97	-0.7	2	0	3	3	2	-3
> CN(C)S(=O)(=O)c1ccc(N2CCCC2)c(C(=O)N2CCN(S(=O)(=O)c3ccccc3F)CC2)c1
  1	-2	91	-1.9	-2	2	4	-6	6	-10
> Cc1ccc2c(c1)C(=O)C(=O)N2Cc1ccccc1
  9	-20	101	1.1	4	-1	18	19	6	13
> CCN(CC)S(=O)(=O)c1ccc(C(=O)NCc2n[nH]c(=S)n2Cc2ccccc2)cc1
  -10	24	103	-2.3	0	5	-1	.	-5	-5
> CN1CCc2nc(NC(=O)c3cccc(S(=O)(=O)N4CCc5ccccc54)c3)sc2C1
  -9	-2	91	0.0	-1	0	-1	4	-5	-14
> CC1CC(C)CN(c2nc3c(c(=O)[nH]c(=O)n3C)n2CCCSc2nc3ccccc3s2)C1 (stereo not given)
  -4	0	99	-2.0	1	-1	0	-14	-3	-5
> O=C(NCCc1c[nH]c2ccccc12)C(=O)NCC(c1ccco1)N1CCN(c2ccccc2)CC1 (stereo not given)
  -1	10	105	0.5	-4	7	-2	-16	4	0

An excerpt from above, limited to TLR9-MyD88 inh and Glyco luc inh:
compound | TLR9-MyD88 inh | Glyco luc inh
C[C@H]1CN([C@@H](C)CO)C(=O)CCCn2cc(nn2)CO[C@@H]1CN(C)S(=O)(=O)c1cccc(F)c1 | -3 | 2
CN(C)S(=O)(=O)c1ccc(N2CCCC2)c(C(=O)N2CCN(S(=O)(=O)c3ccccc3F)CC2)c1 | -10 | -2

Continued:
Second line of a record – NOD2 RIPK2 PPI	MC4R antag cAMP	ABCB6 inh 2	MC4R barr agon	Glyco luc inh	HTR2A ag	ABHD5-PLIN5 inh	SRC2 inh	Cardio protect	TLR9-MyD88 inh
> CC(=O)Nc1cnc(-c2cccc(C(=O)N3CCOCC3)c2)cn1
  -1	2	95	0.2	-1	1	3	-7	1	.
> CC(=O)Nc1ccccc1C(=O)N1CCN(c2cccc(C)c2C)CC1
  2	-2	96	-0.7	4	-2	-3	-8	10	-1
> CC(=O)Nc1cccc(NC(=O)c2ccc(S(=O)(=O)NCc3ccco3)cc2)c1
  -1	11	99	0.9	7	-4	-2	2	-6	9
> CCCCCCc1nc2ccccc2c(=O)n1N
  0	-3	97	2.0	-2	11	1	-26	-11	-7
> CN1/C(=C/c2cccc[n+]2C)Sc2ccccc21
  3	-1	323	-0.8	15	3	5	-43	-17	-5
> CC(C)(Oc1ccc(Cl)cc1)C(=O)NCC(c1ccco1)N1CCCCC1 (stereo not given)
  5	7	97	5.1	-3	-4	2	1	14	-2
> O=C(CSc1nc2cc(Cl)ccc2o1)NCCc1ccccc1
  1	5	91	1.1	0	1	-10	7	-6	-13
> Cc1csc(CNc2ncnc3ccc(-c4ccoc4)cc23)c1
  -5	12	94	-0.9	-12	4	9	32	-3	-13
> Cc1cc(C(=O)CN2C(=O)C3CC=CCC3C2=O)c(C)n1-c1ccccc1 (stereo not given)
  5	-4	97	-1.0	-12	1	-6	-62	-14	1
> CC(C)c1nnc(NC(=O)c2cnccn2)s1
  -3	-2	98	-0.5	1	4	3	-47	-3	-2

Compound profiles (already shown):
Cc1csc(CNc2ncnc3ccc(-c4ccoc4)cc23)c1 is entered as NOD2 RIPK2 PPI: -5; MC4R antag cAMP: 12; ABCB6 inh 2: 94; MC4R barr agon: -0.9; Glyco luc inh: -12; HTR2A ag: 4; ABHD5-PLIN5 inh: 9; SRC2 inh: 32; Cardio protect: -3; TLR9-MyD88 inh: -13
Cc1cc(C(=O)CN2C(=O)C3CC=CCC3C2=O)c(C)n1-c1ccccc1 (stereo not given) is entered as NOD2 RIPK2 PPI: 5; MC4R antag cAMP: -4; ABCB6 inh 2: 97; MC4R barr agon: -1.0; Glyco luc inh: -12; HTR2A ag: 1; ABHD5-PLIN5 inh: -6; SRC2 inh: -62; Cardio protect: -14; TLR9-MyD88 inh: 1
CC(=O)Nc1ccccc1C(=O)N1CCN(c2cccc(C)c2C)CC1 is entered as NOD2 RIPK2 PPI: 2; MC4R antag cAMP: -2; ABCB6 inh 2: 96; MC4R barr agon: -0.7; Glyco luc inh: 4; HTR2A ag: -2; ABHD5-PLIN5 inh: -3; SRC2 inh: -8; Cardio protect: 10; TLR9-MyD88 inh: -1

An excerpt; the hit share may differ from the screen's.
